Source: PubChem BioAssay (several laboratories)
GalR3 antagonist: blocks the human galanin receptor 3; O60755; HEK293 GalR3-CNG cAMP membrane potential fluorescence; galR3 body fused to GalR1 C-terminus; inhibition, % at 3 µM; 360,000 compounds, 0.44% hits; AID 651719;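 active = inhibition above the screen-wide average plus 3 SD, cut at about 13% in these data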;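 also: forskolin and galanin both at EC90 stimulate the cells; cAMP rise reported by CNG channel membrane potential dye signal; 0% = forskolin plus galanin with DMSO and 100% = forskolin alone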
IDE act: IDE (human) activation, cell-based; HEK cells, FAbeta-B cleavage, fluorescence polarization; 0% vehicle, 100% cell-free pure enzyme wells; P14735; 340,000 compounds, 0.073% hits; AID 493087; activation, % at 5.96 µM;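 active = activation above the mean of all tested compounds plus 3 SD, set per screening campaign, cut at about 17% in these data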
Target sequence (P14735 whole entry, looked up): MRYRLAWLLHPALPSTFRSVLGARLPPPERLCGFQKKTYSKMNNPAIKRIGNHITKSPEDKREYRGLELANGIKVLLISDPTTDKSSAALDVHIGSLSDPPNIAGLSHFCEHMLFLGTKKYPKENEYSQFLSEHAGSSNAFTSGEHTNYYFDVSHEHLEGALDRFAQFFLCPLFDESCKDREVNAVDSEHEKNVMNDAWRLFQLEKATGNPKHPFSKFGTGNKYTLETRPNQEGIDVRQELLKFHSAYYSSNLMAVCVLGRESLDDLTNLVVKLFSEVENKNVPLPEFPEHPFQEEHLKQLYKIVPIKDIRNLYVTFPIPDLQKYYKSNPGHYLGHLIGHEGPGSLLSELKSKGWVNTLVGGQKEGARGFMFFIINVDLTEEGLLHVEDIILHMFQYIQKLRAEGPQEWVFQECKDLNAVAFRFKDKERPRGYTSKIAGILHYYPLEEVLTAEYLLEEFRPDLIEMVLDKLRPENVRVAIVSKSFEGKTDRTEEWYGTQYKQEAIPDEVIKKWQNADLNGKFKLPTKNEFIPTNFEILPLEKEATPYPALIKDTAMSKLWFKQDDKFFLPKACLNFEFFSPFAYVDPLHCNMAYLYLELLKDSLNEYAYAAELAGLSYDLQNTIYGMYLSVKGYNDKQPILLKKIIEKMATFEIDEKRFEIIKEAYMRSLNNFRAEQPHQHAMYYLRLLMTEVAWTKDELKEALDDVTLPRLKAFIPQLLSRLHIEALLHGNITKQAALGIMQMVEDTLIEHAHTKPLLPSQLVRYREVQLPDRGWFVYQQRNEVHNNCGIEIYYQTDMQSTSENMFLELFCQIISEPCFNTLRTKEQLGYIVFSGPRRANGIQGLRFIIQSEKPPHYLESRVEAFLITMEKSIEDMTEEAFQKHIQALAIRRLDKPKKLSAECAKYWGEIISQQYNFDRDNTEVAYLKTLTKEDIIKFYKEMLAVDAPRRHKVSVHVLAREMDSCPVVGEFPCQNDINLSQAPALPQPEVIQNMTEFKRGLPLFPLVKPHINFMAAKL
HCV NS3 hel inh: blocks Hepatitis C virus NS3 helicase unwinding; NS3 helicase DNA unwinding, Cy5 molecular beacon fluorescence; 290,000 compounds, 0.56% hits; inhibition, % at 10.9 µM; AID 1800;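 active = inhibition above the mean of all tested compounds plus 3 SD, set per campaign, cut at about 35% in these data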;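 also: 0% = DMSO wells and 100% = thioflavine S control wells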
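System: HCV NS3 helicase fragment; control set: DMSO and thioflavine S; technique: Cy5 fluorescence at 0 and 60 min, beacon hairpin quenching; reagent: beacon DNA duplex substrate plus ATP; replicates: singlicate; schedule: 1 h reaction at 25 °C, ATP-initiated; medium: MOPS buffer pH 6.5 with MgCl2, DTT, Tween20, BSA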
p-CIP stab down: compounds decreasing mouse p/CIP protein stability | decrease of EGFP signal, % at 10 µM | F442A p/CIP-EGFP cells, EGFP fluorescence, 16 h | 290,000 compounds, 0.01% hits | Q05BA5;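 active = EGFP signal decrease of at least 30% at 10 µM or well 3 SD below plate mean, unless failing retest; inactive = the rest, including hits failing retest or dose response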; also: some compounds called inactive have numbers as strong as hits; many of its hits are not listed in these tables
VIM-2 inh: inhibitors of Pseudomonas aeruginosa VIM-2 metallo-beta-lactamase. AID 1527. 290,000 compounds, 0.89% hits. purified VIM-2, nitrocefin hydrolysis, epi-absorbance fluorescence. inhibition, % at 5.6 µM;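 active = inhibition above the mean of all tested compounds plus 3 SD, cutoff set per screening run, cut at about 7.5% in these data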;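 also: red hydrolysis product quenches plate fluorescence so inhibitors raise well fluorescence; 0% = enzyme with DMSO and 100% = DMSO without enzyme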
SUMO HTRF inh: blocks human SUMOylation mediated by UBC9. P63279. HTRF SUMOylation assay, SAE1/SAE2 + UBC9, in vitro. inhibition, % at 35 µM. 290,000 compounds, 0.36% hits. AID 2006; in the data active = inhibition above about 50%, passing the limit was not always enough; also: strong numbers were not always called active
IMP-1 inhibitor: inhibitors of Pseudomonas aeruginosa IMP-1 metallo-beta-lactamase | purified IMP-1, nitrocefin hydrolysis, epi-absorbance fluorescence | 290,000 compounds, 0.45% hits | AID 1556 | inhibition, % at 5.6 µM;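 active = inhibition above the mean plus 3 SD of all compounds in the same screening run, cut at about 4.5% in these data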;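 also: 0% = IMP-1 with DMSO and 100% = DMSO wells lacking enzyme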
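system = purified recombinant IMP-1 beta-lactamase | amount = 0.2 nM IMP-1, as dispensed | medium = HEPES buffer pH 7.1 with ZnSO4 and Brij 35 | times = 25 °C, 15 min preincubation, 25 min reaction | detection = plate fluorescence quenching by hydrolysis product, ex 480/em 530 nm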
IDE cell inh: cellular human IDE inhibition; P14735; HEK cells, FAbetaB cleavage, fluorescence polarization; inhibition, % at 5.59 µM; 320,000 compounds, 0.41% hits; AID 434962;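 active = percent inhibition above the average of all tested compounds plus 3 SD, set per screening campaign, cut at about 16% in these data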;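 also: IDE supplied by intact live HEK cells; FP after avidin binding of uncleaved biotin substrate so inhibition keeps polarization high; 0% = DMSO wells and 100% = 60 µM reference IDE inhibitor Ii1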
CRFR2-BP antag: blocks CRF-induced signaling of the CRF-BP/CRF-R2 complex; AID 588475; 350,000 compounds, 0.59% hits; inhibition, % at 11.8 µM; HEK293 CRF-R2/CRF-BP, CRF-induced calcium fluorescence;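 active = inhibition of the ligand-induced calcium signal above about 50% at the single tested concentration, limit read from the data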
* = called active by the depositor; . = no result given; & = joins results of further samples.

GalR3 antagonist,IDE act,Structure,HCV NS3 hel inh,p-CIP stab down,VIM-2 inh,SUMO HTRF inh,IMP-1 inhibitor,IDE cell inh,CRFR2-BP antag
12,4,CCC(C)NS(=O)(=O)c1ccc(NS(C)(=O)=O)cc1 (stereo unspecified),6,3,-3.9,-5,-3.8,-6,-3
-2,6,CCOC(=O)Cn1c(=O)oc2cc(S(=O)(=O)NCc3ccccn3)ccc21,-6,0,-1.1,0,-3.0,-2,-10
-6,4,Cc1nn(-c2ccccc2)c2c1C(c1ccco1)C(C#N)=C(N)O2 (stereo unspecified),29,-9,1.5,29,-0.9,-3,40
-4,2,O=C1CSC(c2cccs2)N1c1ccccc1 (stereo unspecified),-2,-1,-3.5,34,-2.7,3,2
-2,-2,CCOCCCNc1nc(=S)[nH]c2cc(OC)c(OC)cc12,2,-7,-1.8,18,-3.5,-2,6
-3,-1,CC(=O)c1cccc(NC(=O)Cn2nc(-c3ccccc3Cl)ccc2=O)c1,19,11,-4.3,-4,-1.6,2,-28
-4,2,Cc1ccc(S(=O)(=O)NC(CC(=O)O)c2ccccc2)c(C)c1 (stereo unspecified),18,-10,-1.7,16,-2.4,-2,6
-6,2,COc1ccc(C2N3CC4(C)CN2CC(C)(C3)C4)cc1OC (stereo unspecified),-2,4,0.4,6,-1.2,-1,-23
-3,3,Cc1cccc2cc3c(N)c(C#N)sc3nc12,12,-11,2.6,15,-3.5,0,-65
-1,-1,COc1ccc(CNc2nc(-c3cccnc3)nn2C(=O)c2cccs2)cc1,-1,-1,-1.1,2,-1.2,4,-5
3,3,CCCc1ccc(C(=O)/C=C/N(C)C)cc1,30,-5,-3.1,17,-2.4,3,15
-4,2,CCn1c(SCC(=O)Nc2sc3c(c2C#N)CCC(C(C)(C)C)C3)nnc1-c1ccco1 (stereo unspecified),7,-6,-1.1,-6,-2.8,-4,-26
4,5,COCc1cc(C)nc(OCC(=O)N/N=C/c2ccc(C)o2)c1C#N,12,-3,-4.5,-5,-4.2,-2,-1
-3,3,Cc1ccccc1CC1(CO)CCCN(Cc2ccc(C#CC(C)(C)O)cc2)C1 (stereo unspecified),-19,-16,-1.3,-24,-2.8,1,-19
-2,5,CCCCOC(=O)Cn1cnc2ccc(Br)cc2c1=O,-1,-3,-0.9,20,-3.0,-3,-12
10,4,COc1ccc(-c2nn(-c3ccccc3)cc2/C=C(/C#N)C(N)=O)cc1[N+](=O)[O-],4,-12,-2.2,2,-2.3,0,30
2,-5,O=C(O)c1ccccc1N/N=C\c1ccnc2ccccc12,2,-8,-2.0,-3,-1.9,1,15
-12,-1,Cc1cc(C(=O)Nc2ccccc2C)n(-c2ccccc2)n1,-3,3,0.0,5,0.0,6,-13
-6,4,CCN(Cc1cccs1)C(=O)CN1C(=O)NC(c2ccccc2)(c2ccccc2)C1=O,.,.,.,.,.,-1,-10
-8,7,Cc1ccc(O)c(NS(=O)(=O)c2cccc3nsnc23)c1,-5,9,-1.6,8,-2.3,-2,-18
-3,4,CC1(C)C[C@H]2C3=CCC4[C@@]5(C)CC[C@H](O)[C@](C)(CO)C5CC[C@@]4(C)[C@]3(C)C[C@H]3O[C@@H]1[C@H](O)[C@]32CO (stereo partly specified),.,.,.,.,.,-2,1
3,1,CCN1CCN(Cc2c(O)ccc3c(=O)c(-c4ccccc4OC)coc23)CC1,-3,-13,-1.6,35,-1.4,0,-6
-4,1,OC1(c2ccccc2)CCN(Cc2ccccc2)CC1,6,-9,-1.5,10,-1.4,5,-7
-6,-2,CCn1cc(C2CC(=O)NC2=O)c2ccccc21 (stereo unspecified),2,-1,-2.2,11,0.2,0,9
-7,6,CCOc1ccc(-n2c(=S)sc3c(=O)n(-c4ccccc4)c(SCC(=O)O)nc32)cc1,-2,-1,-2.4,11,-2.5,1,7
3,-2,Cc1c(NC(=O)COC(=O)c2ccccc2Cl)c(=O)n(-c2ccccc2)n1C,108*,8,-1.8,4,-3.0,3,1
-6,-5,COc1ccc(NC(=O)CN(C)C(=O)c2cn(-c3ccccc3)nc2-c2ccc(F)cc2)cc1,.,.,.,.,.,0,-1
4,5,CCCCNC(=O)C(=O)N/N=C/c1ccc(OCC(=O)Nc2cccc(OC)c2)c(OC)c1,1,-20,-2.5,4,-1.9,1,37
-1,-4,CCOc1ccc2c(c1)n([O-])c1c([n+]2=O)CCCC1,-6,-6,-4.1,20,-2.5,.,-28
-2,4,COC(=O)c1c(NC(=O)c2nc3ccccc3s2)sc2c1CC(C)(C)NC2(C)C,-47,-7,-1.9,5,-3.8,3,-27
-5,-1,c1ccc(CCN2CCN=C2Nc2ccccc2)cc1,7,9,-2.1,6,-2.8,3,5
-2,-12,CN(C)S(=O)(=O)N1CCN(CC(O)COc2ccc3cc(Br)ccc3c2)CC1 (stereo unspecified),-22,-8,-1.3,-10,-1.7,6,-16
-6,8,CCCN(CCC)Cc1cc(=O)oc2cc3c(cc12)CCC3,-7,-10,-1.6,5,-2.4,9,7
-5,3,CC[C@@]1(C(=O)OC)N[C@H](CN(C)C(=O)COc2ccccc2)[C@@H]2C(=O)N(Cc3ccccc3)C(=O)[C@@H]21,.,.,.,.,.,-5,14
-3,4,COc1ccc(CCn2c(C)cc(C(=O)CSc3nc(N)cc(=O)[nH]3)c2C)cc1,6,-20,0.0,-17,-3.5,1,-3
-1,-2,CSc1nc(N2CCCC2)c2c(c1C#N)CC(C)(C)OC2,0,-14,-2.9,12,-5.8,1,-14
1,-2,CC(=O)N1CCN(c2ccccc2NC(=O)c2ccc(Br)o2)CC1,-8,-8,-3.9,5,-4.2,5,6
4,3,CC1SC(=Nc2ccccc2)N(S(=O)(=O)c2ccccc2)C1=O (stereo unspecified),4,-7,-2.8,-2,1.3,1,23
2,2,C/C(=N/NC(=O)Cc1ccccc1)c1ccc(C)s1,-5,-6,-1.1,-3,-1.9,-1,17
3,-1,O=c1[nH]c(SCc2ccccc2[N+](=O)[O-])nc2nc[nH]c12,2,4,-1.5,8,-1.0,11,3

Four entries picked at random from the list so far, as already listed:
GalR3 antagonist,IDE act,Structure,HCV NS3 hel inh,p-CIP stab down,VIM-2 inh,SUMO HTRF inh,IMP-1 inhibitor,IDE cell inh,CRFR2-BP antag
-5,3,CC[C@@]1(C(=O)OC)N[C@H](CN(C)C(=O)COc2ccccc2)[C@@H]2C(=O)N(Cc3ccccc3)C(=O)[C@@H]21,.,.,.,.,.,-5,14
-3,4,COc1ccc(CCn2c(C)cc(C(=O)CSc3nc(N)cc(=O)[nH]3)c2C)cc1,6,-20,0.0,-17,-3.5,1,-3
-1,-2,CSc1nc(N2CCCC2)c2c(c1C#N)CC(C)(C)OC2,0,-14,-2.9,12,-5.8,1,-14
-5,-1,c1ccc(CCN2CCN=C2Nc2ccccc2)cc1,7,9,-2.1,6,-2.8,3,5

The list continues:
GalR3 antagonist,IDE act,Structure,HCV NS3 hel inh,p-CIP stab down,VIM-2 inh,SUMO HTRF inh,IMP-1 inhibitor,IDE cell inh,CRFR2-BP antag
-4,10,O=C(c1cn(-c2ccccc2)nc1-c1cccs1)N(CCO)Cc1ccccc1,-5,-9,-0.6,22,-1.5,5,6
-9,-1,COC(=O)C1(C(F)(F)F)C2C=CC(C2)N1S(=O)(=O)c1ccc(C)cc1 (stereo unspecified),-6,-4,-1.6,10,-3.2,1,-3
-3,5,CCc1nc(CNC(=O)C2CCC(=O)N(CCc3ccc(OC)cc3)C2)cs1 (stereo unspecified),-8,-8,-2.4,1,-3.2,-3,-21
-6,1,O=C1CC(c2ccc3c(c2)OCO3)Sc2nc3ccccc3n21 (stereo unspecified),-12,6,-3.2,-12,-4.5,4,-15
-1,1,CCOC(=O)C1CCN(S(=O)(=O)c2ccc(C)cc2)CC1,-2,-13,-1.3,10,-2.9,-2,2
.,4,CC1CN(S(=O)(=O)c2cn(C)c(=O)n(C)c2=O)CC(C)O1 (stereo unspecified),2,-8,-2.9,13,-3.9,3,30
-5,0,CCCCOC(=O)Cn1c2ccc(OC)cc2c2nc3ccccc3nc21,9,0,-5.2,41,-2.5,-1,-4
-7,0,O=C(N/C(=C\c1ccccc1)C(=O)N1CCCCC1)c1ccco1,-1,2,-1.0,14,0.2,-2,-3
-5,2,O=C1c2[nH]nc(-c3ccccc3O)c2C(c2cccc(Cl)c2)N1Cc1ccco1 (stereo unspecified),-9,-16,-4.2,-9,-1.8,-4,-5
.,.,COc1ccc2c(c1)c(C(=O)CN1CCN(c3ccccc3)CC1)c(C)n2C,-12,-3,-2.3,15,-2.1,1,7
-5,-1,Cc1c(C(=O)NCCCN2CCCCC2)oc2ccc3c(c12)C(O)CC1(CCCCC1)O3 (stereo unspecified),-24,8,1.1,17,-0.9,-3,-19
.,.,CC1CCC(NC(=O)CN2C(=O)C3CCCN3c3ncc(Cl)cc32)CC1 (stereo unspecified),17,13,-5.5,-5,-3.5,.,.
-7,0,C(=N\Nc1nc2ccccc2[nH]1)/C1CCCCC1,1,-34,-8.9,17,-6.5,-3,-24
-9,-3,CCn1cc(C(=O)NCCCN(CC(C)C)CC(C)C)c(=O)c2cc(S(=O)(=O)N3CCOCC3)ccc21,7,11,1.0,-6,-4.7,0,6
-4,6,O=C(c1ccccc1)c1ccc(OCCO)cc1,6,5,-1.5,12,-2.3,-7,-6
1,-1,O=c1[nH]c(SCc2n[nH]c(=S)n2-c2ccccc2)nc2ccccc12,-10,4,28*,12,-3.0,5,-25
-6,0,CCOC(=O)c1ccccc1NC(=O)COC(=O)CCNS(=O)(=O)c1ccc(C)c(C)c1,.,.,.,.,.,-3,6
2&-3,3&4,Cc1c(C(=O)O)oc2c1C(O)CC(C)(C)C2 (stereo unspecified),-4&7,-13&5,-0.6&-1.8,24&15,-1.6&-2.6,0&5,1&32
-9,-1,CCN(CC(=O)NCc1ccc(F)cc1)C(=O)c1oc2ccccc2c1C,-1,-10,-2.4,7,-0.8,4,-3
2,8,CCCCS(=O)CC(CS(=O)CCCC)OC(=O)c1ccccc1 (stereo unspecified),-9,-4,-1.9,-1,-2.6,4,-7
.,-2,C#CCOCCOCCOCCNc1nc(N2CCN(C(=O)[C@H](Cc3cc4ccccc4[nH]3)n3cc(C(N)CC(C)C)nn3)CC2)nc(N2CCN(C(=O)[C@H](CCC(=O)O)n3cc(C(N)[C@H](C)CC)nn3)CC2)n1 (stereo partly specified),-50,-2,0.2,25,-4.0,7,7
2,-4,CCCN(CCC)C(=O)c1ccc2c(c1)N(Cc1ccccc1)C(=O)CS2=O (stereo unspecified),7,-4,-2.5,-2,-1.3,-5,3
0,3,CCOC(=O)c1c(S(=O)(=O)N2CCCCCC2)c(C)n(C)c1C,11,13,1.2,5,0.1,4,-4
-5,6,O=C(Nc1ccc(Cl)cn1)C1CCCN1S(=O)(=O)c1cccc2ccccc12 (stereo unspecified),1,-7,-0.2,25,-2.1,2,-15

Compounds as they come. Share with any hit: about 3.2%.
